# TEAD-YAP inh = TEAD-YAP interaction inhibition. HEK-TIYL cells, TEAD-Gal4/YAP UAS-luciferase luminescence. inhibition, % at 9.12 µM. AID 1259422. hit rate 1.4% among 640,000; in the data active = inhibition above about 32%;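 also: 0% = median of test compound wells and 100% = reference inhibitor wells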
# GPR151 activ = activates the human receptor GPR151; Q8TDV0; PathHunter beta-arrestin GPR151 cells, luminescence; activation, % at 11.2 µM; hit rate 1% among 650,000; AID 1508602; in the data active = activation above about 4.9%;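 also: 0% = median of compound wells and 100% = cells with positive control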
# Target sequence (Q8TDV0 whole entry, looked up): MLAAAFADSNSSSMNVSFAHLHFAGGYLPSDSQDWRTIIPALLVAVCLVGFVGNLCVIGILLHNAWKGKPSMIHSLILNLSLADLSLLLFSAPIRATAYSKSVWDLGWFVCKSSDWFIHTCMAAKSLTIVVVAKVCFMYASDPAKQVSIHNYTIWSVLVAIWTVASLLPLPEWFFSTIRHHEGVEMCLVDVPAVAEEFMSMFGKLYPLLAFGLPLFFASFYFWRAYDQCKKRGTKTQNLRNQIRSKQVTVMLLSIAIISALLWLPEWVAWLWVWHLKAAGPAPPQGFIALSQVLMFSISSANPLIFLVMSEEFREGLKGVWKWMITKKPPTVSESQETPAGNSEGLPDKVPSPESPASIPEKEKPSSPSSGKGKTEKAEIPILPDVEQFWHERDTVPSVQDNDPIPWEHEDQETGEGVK
# FBW7 activator = human FBW7 E3 ligase activation, primary screen; Q969H0; AID 1259310; AlphaScreen FBW7–phospho-cyclin E peptide binding, activator screen; normalized activity (activation), % at 26.1 µM; hit rate 0.13% among 650,000; in the data active = normalized activity above about 1.9%;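 also: purified mutant Fbw7 with reduced substrate affinity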
# MITF primary = human MITF inhibition, primary screen. O75030. AlphaScreen MITF homodimerization, bead proximity signal. inhibition, % at 2.6 µM. hit rate 0.91% among 650,000; in the data active = inhibition above about 50%;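 also: 0% = vehicle wells with protein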
# Target sequence (O75030 whole entry, looked up): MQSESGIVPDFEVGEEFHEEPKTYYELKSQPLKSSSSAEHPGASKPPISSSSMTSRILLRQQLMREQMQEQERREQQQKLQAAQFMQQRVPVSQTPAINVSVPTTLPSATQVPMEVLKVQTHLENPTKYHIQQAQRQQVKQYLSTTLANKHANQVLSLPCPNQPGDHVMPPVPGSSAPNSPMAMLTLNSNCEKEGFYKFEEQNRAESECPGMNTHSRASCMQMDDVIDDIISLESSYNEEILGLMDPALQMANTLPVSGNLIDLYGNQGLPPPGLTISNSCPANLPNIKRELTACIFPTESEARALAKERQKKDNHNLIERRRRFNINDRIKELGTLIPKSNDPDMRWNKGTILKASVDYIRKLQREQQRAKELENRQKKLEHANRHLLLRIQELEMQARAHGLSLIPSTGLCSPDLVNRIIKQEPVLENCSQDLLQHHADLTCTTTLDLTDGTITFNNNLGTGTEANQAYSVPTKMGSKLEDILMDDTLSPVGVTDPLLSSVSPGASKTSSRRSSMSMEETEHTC
# An asterisk follows results filed as active; / = not tested or not shown; & = joins results of further samples.
SMILES,TEAD-YAP inh,GPR151 activ,FBW7 activator,MITF primary
O=C(Cn1cc([N+](=O)[O-])ccc1=O)Nc1ccccc1Cl,4,0.2,-0.3,-15
c1ccc(NNC2=NCCCCC2)nc1,-6,1.0,-0.1,-13
CC(=O)Nc1ccc2c(c1)CCN2S(=O)(=O)c1ccc(C)cc1,1,-0.5,0.8,10
CC(=O)N1CCN(c2nc(C)nc3sc(C)c(C)c23)CC1,-3,0.6,-0.1,2
Cc1ccc(S(=O)(=O)N2CCN(S(C)(=O)=O)C2C(C)C)cc1 (centres undefined),7,-2.2,-0.1,10
Clc1ccc(-c2nc3ccccn3c2CN2CCOCC2)cc1,-14,-1.4,0.3,7
CN1CCN(C(=O)c2ccc(-c3ncc(C(=O)Nc4ccccc4)s3)cc2)CC1,0,-0.8,0.1,11
O=C(COC(=O)CCN1C(=O)c2cccc([N+](=O)[O-])c2C1=O)Nc1cccnc1Cl,0,0.8,-0.1,3
Cc1ccc(OCC(=O)NNC(=O)c2ccccc2C(=O)O)cc1,-12,0.0,0.2,3
Cc1oc2c(CN(C)C)c(O)ccc2c(=O)c1-c1ccc(F)cc1,-1,-0.1,0.2,10
Cn1ncc2c(NCc3ccco3)ncnc21,-2,-1.8,0.4,27
Cn1c(=O)c2c(ncn2CCCNC2=CC(C)(C)CC(=O)C2)n(C)c1=O,-9,0.3,1.1,2
Cc1cc(CN(C)Cc2c(C(=O)N3CCCCCCC3)nc3ccc(Cl)cn23)n[nH]1,-2,2.0,0.0,-9
CC(=O)Nc1ccc(C(=O)OCC(=O)Nc2cccc(C(C)=O)c2)cc1,7,-1.5,-0.1,4
Cc1cc(C(F)(F)F)c2c(NCc3ccc(N(C)C)cc3)n[nH]c2n1,6,-0.3,0.1,14
Cc1ccc(C(C)C)c(OCC(=O)Nc2cccc3nsnc23)c1,2,-0.8,0.2,8
Cc1cccc(-n2c(SCC(=O)N3CCCCC3)nnc2-c2cccnc2)c1C,-2,0.6,0.1,0
CCCCN(CCCC)c1nc(Nc2ccc([N+](=O)[O-])cc2)nc(OC)n1,-2,-0.8,-0.1,-2
O=C(NCc1ccco1)c1ccc2c(c1)NC(=O)C(CS(=O)(=O)Cc1cccc(F)c1)N2 (centres undefined),-4,0.6,0.3,6
CC(=O)CCC(=O)Nc1ccc2ccccc2c1,-7,-0.4,0.4,18

# The list goes on; it opens with the three that closed the last part.
SMILES,TEAD-YAP inh,GPR151 activ,FBW7 activator,MITF primary
CCCCN(CCCC)c1nc(Nc2ccc([N+](=O)[O-])cc2)nc(OC)n1,-2,-0.8,-0.1,-2
O=C(NCc1ccco1)c1ccc2c(c1)NC(=O)C(CS(=O)(=O)Cc1cccc(F)c1)N2 (centres undefined),-4,0.6,0.3,6
CC(=O)CCC(=O)Nc1ccc2ccccc2c1,-7,-0.4,0.4,18
O=C(NCCCc1ccccc1)NC1CCCCC1,-21,1.9,-0.1,-3
CCSCCOC(=O)C1=C(C)NC2=C(C(=O)CCC2)C1c1ccccc1OCc1ccccc1 (centres undefined),-7,-0.2,0.1,-12
CCN1CCCC1CNC(=O)C1c2ccccc2C(=O)N(Cc2ccc(F)cc2)C1c1ccc(OC)cc1 (centres undefined),3,3.3,-0.2,9
O=C(COC(=O)c1cc([N+](=O)[O-])ccc1NCCO)Nc1cc(Cl)ccc1Cl,-5,2.0,-0.3,-1
Cc1c(CCC(=O)O)c(=O)oc2cc(OCc3ccc(C(=O)O)cc3)ccc12,2,-1.1,0.1,11
COc1cc(C(=O)Nc2cccc(-c3nc4ccccc4c(=O)o3)c2)cc(OC)c1OC,-2,-0.3,-0.3,21
COc1ccc2nc(Nc3nc(-c4ccncc4)cs3)sc2c1,-41,3.1,0.0,-9
Cc1c(NC(=O)Cc2cccs2)cccc1C(=O)NN1C(=O)c2ccccc2C1=O,6,-0.9,1.1,11
Cc1ccc(Nc2nnc(SCC(=O)c3cc(C)n(CC4CCCO4)c3C)s2)cc1 (centres undefined),-12,0.0,-0.2,-6
CC(=O)Nc1ccccc1NC(=O)COc1ccc(C(C)(C)C)cc1Br,19,3.0,-0.1,-9
COc1ccc(/C=N/NC(=O)c2cccc([N+](=O)[O-])c2)c(C(=O)O)c1OC,-1,0.1,0.9,-1
CC(C)OCCCNC(=S)N1CCC(C(=O)c2ccc3c(c2)OCCO3)CC1,8,-0.3,0.0,-8
CCOC(=O)CCc1c(C)c2ccc(OCC(C)=O)c(C)c2oc1=O,1,-0.6,0.0,0
CC1(C)CC(=O)C=C(NCCCN2CCOCC2)C1,8,-1.0,0.4,12
CCOc1ccc(C2=NC(c3ccc(Cl)cc3Cl)NC(c3cc(Br)ccc3O)C2)cc1 (centres undefined),2,0.7,-0.3,-1
CC(C)(C)C(=O)COC(=O)C1=NN(c2ccccc2)C(=O)CC1,-3,0.2,0.1,-14
COc1cc(N=Nc2c(C)n(C)n(-c3ccccc3)c2=O)ccc1N,-4,0.0,0.1,9
COc1ccccc1CN1CCCN(C)CC1,7,0.6,-0.2,28
Cc1cc2c(cc1S(=O)(=O)NC(C)(C)C)OCC(=O)N2,-13,0.9,-0.1,-8
N#C/C(=C\c1ccc(-c2ccc(Cl)c(Cl)c2)o1)c1nc2ncc(Br)cc2[nH]1,-1,0.2,0.0,11
c1ccc(CCn2c(Cc3ccccc3)nc3ccccc32)cc1,1,-0.8,-0.1,-16
CCn1c(C(=O)NCc2ccco2)cc2sc(Cl)cc21,8,2.2,-0.2,-4
COc1cc(Cl)ccc1NC(=O)c1cnn2c(C(F)(F)F)cc(-c3ccc(F)cc3)nc12,-14,-0.1,-0.2,-11
CC1=C(C(=O)OC(C)C)C(c2cccnc2)C2=C(CC(C)(C)CC2=O)N1 (centres undefined),4,-0.4,-0.1,2
O=C(NC(=S)Nc1ccc2nn(-c3ccccc3)nc2c1)c1ccccc1F,-6,1.0,0.1,-1
CN(C)CCNc1nc(-c2ccc(Cl)cc2)nc2ccccc12,-29,-0.4,-0.3,-8
N#CC1(c2ccccn2)Cc2ccccc2N2CCCC21 (centres undefined),-8,0.5,-0.1,3
Cc1ccc(-c2csc(=S)n2CC(=O)NNC(=O)C2COc3ccccc3O2)cc1 (centres undefined),9,-1.6,0.2,4
CCCCCCN1C(=O)CC[C@@]23C1=NC(C(=O)OC)=C(C(=O)OC)[C@@H]2N(Cc1ccccc1)c1ccccc13,/,1.6,0.0,-5
CCOC(=O)C1=C(C)NC(=O)NC1c1ccc(OC(C)C(=O)O)c(OC)c1 (centres undefined),5,-0.1,0.1,7
CC1CCCN(S(=O)(=O)Cc2ccc(Cl)cc2)C1 (centres undefined),-3,3.1,0.1,9
CCOc1ccc(Nc2ncnc3c2ncn3Cc2ccccc2)cc1,-37,-0.1,-0.1,5
Cn1ccnc1SCC(=O)Nc1cc(C(F)(F)F)ccc1Cl,-3,-0.2,-0.2,6
CCCCOc1ccccc1-c1cc(C(=O)OC)[nH]n1,2,-0.3,-0.1,8
CCOc1cccc2cc(C(=O)Nc3cc(OC)ccc3OC)c(=Nc3ccc(C(=O)O)cc3)oc12,-7,-1.0,0.0,37
CCc1ccc(OS(=O)(=O)c2cn(C)c(=O)n(C)c2=O)cc1,-6,-0.7,1.4,-5
CC(C)C(=O)N1CCN(c2ccc([N+](=O)[O-])cc2[N+](=O)[O-])CC1,-10,-0.9,0.0,18
COC(=O)c1ccccc1NC(=O)Cn1c(=O)oc2ccccc21,11,2.0,-0.1,-1
O=C(NCc1ccc(F)cc1)c1cn(-c2ccc(Cl)cc2)c(=O)c2ccccc12,4,1.7,0.1,2
COc1cc(C2C3=C(CC(C)(C)CC3=O)OC3=C2C(=O)CC(C)(C)C3)ccc1OCC(=O)OC(C)C,5,1.8,-0.1,10

# Results in MITF primary, for some of the entries so far:
compound	MITF primary
c1ccc(CCn2c(Cc3ccccc3)nc3ccccc32)cc1	-16
CCn1c(C(=O)NCc2ccco2)cc2sc(Cl)cc21	-4
COc1cc(Cl)ccc1NC(=O)c1cnn2c(C(F)(F)F)cc(-c3ccc(F)cc3)nc12	-11

# (list continues)
SMILES,TEAD-YAP inh,GPR151 activ,FBW7 activator,MITF primary
COCCOC(=O)C1=C(C)NC2=C(C(=O)CC(c3cccs3)C2)C1c1coc2ccccc2c1=O (centres undefined),-3,-0.5,0.0,-15
Cc1ccnc(Nc2ccc(N3CCN(C(=O)COc4ccccc4)CC3)nn2)c1,3,1.8,-0.9,23
Cc1ccc(/C(O)=C2/C(=O)C(=O)N(c3ccccn3)C2c2cccc([N+](=O)[O-])c2)cc1 (centres undefined),-5,0.3,0.3,12
Cc1sc2nc(COC(=O)c3cc4ccccc4oc3=O)[nH]c(=O)c2c1C,-42,-1.0,-0.1,2
CN(C)c1cccc(Nc2nc(NC3CCN(Cc4ccccc4)CC3)c3ncn(Cc4ccc(C(F)(F)F)cc4)c3n2)c1,-15,1.6,0.4,13
Cn1c(=O)[nH]c(=O)c2c1[nH]c(=S)n2CC(=O)c1ccc(Cl)cc1,6,-0.6,0.1,3
C=CCOC(=O)N1CCC(C(=O)N(C)C(c2cccc(OC)c2)c2ccccn2)CC1 (centres undefined),4,2.5,0.8,19
CC(=O)CSc1nc(-c2cccs2)cc(C(F)(F)F)c1C#N,-3,1.3,0.1,-4
CC(C)NC(=O)C(=O)c1c[nH]c2ccccc12,-4,1.6,0.4,1
COc1ccc(N2C(=O)C(CC(=O)Nc3ccc(F)cc3)N(CCC(C)C)C2=O)cc1 (centres undefined),-7,-0.3,0.3,12
Cc1c(C(=O)OCc2ccccc2)[nH]c2c1C(=O)CC(c1ccco1)C2 (centres undefined),57*,0.5,0.2,15
COc1cc([N+](=O)[O-])cc(/C=C2\C(=O)NC(=O)N(c3ccc(C)c(C)c3)C2=O)c1O,3,-1.7,-0.4,-4
O=C(NC1CCCCC1)C(c1cc2c(cc1[N+](=O)[O-])OCO2)N1CCCCC1 (centres undefined),0,-1.4,0.1,8
CNc1nc(C)cc(COC)c1C#N,10,-0.8,0.0,-2
O=C(Nc1ccc(O)c(-c2nc3ccccc3s2)c1)c1ccccc1[N+](=O)[O-],-5,-0.6,0.0,0
COc1ccc(OC)c(/C=C2\N=C(c3ccccc3[N+](=O)[O-])OC2=O)c1,5,-1.3,0.1,6
CC(=O)c1cn(CC(=O)N2CCCCCC2)c2ccccc12,3,1.8,-0.1,21
CC(=O)Nc1cccc(NC(=O)CSc2ccc(-c3nc4cc(C)c(C)cc4[nH]3)cn2)c1,-45,-1.0,-0.2,-13
O=C(CSc1nc2ccccc2c(=O)n1CCC(=O)N1CCCCC1)NCCC1=CCCCC1,9,0.6,-0.1,-2
Cn1c(NC(=O)c2cccc(C(F)(F)F)c2)nc2ccccc21,-8,1.3,-0.3,-5

# Whole records as entered above:
# Listed for CC(C)NC(=O)C(=O)c1c[nH]c2ccccc12 → TEAD-YAP inh: -4; GPR151 activ: 1.6; FBW7 activator: 0.4; MITF primary: 1
# Listed for CN(C)c1cccc(Nc2nc(NC3CCN(Cc4ccccc4)CC3)c3ncn(Cc4ccc(C(F)(F)F)cc4)c3n2)c1 → TEAD-YAP inh: -15; GPR151 activ: 1.6; FBW7 activator: 0.4; MITF primary: 13

# Next part.
SMILES,TEAD-YAP inh,GPR151 activ,FBW7 activator,MITF primary
CN1CCN(c2ccc(-c3cncc(/C=C/c4ccccc4)n3)cn2)CC1,41*,0.0,-0.1,-19
CC(=O)c1ccc(NC(=O)[C@H](CSCc2ccccc2)N2Cc3ccccc3C2=O)cc1,-9,1.7,0.7,-2
O=C(Nc1ccc(S(=O)(=O)N2CCCC2)cc1)Nc1ccc(F)cc1F,-4,0.4,0.9,12
COCc1cc(=O)[nH]c(SCC(=O)Nc2ccc(Cl)cc2Cl)n1,26,0.6,0.0,14
O=C(CCSc1ccc(Cl)cc1)NC1CC2CCC1C2 (centres undefined),-4,-1.5,0.0,8
COc1cc(/C=C2/NC(=O)NC2=O)cc(Br)c1OCc1cccc(C)c1,-4,3.5,0.0,-10
O=C(O)c1ccccc1NCc1ccc(Cl)c([N+](=O)[O-])c1,-3,-1.6,0.1,0
COc1ccc(NC2=CC(=O)CC(c3ccccc3)C2)c(OC)c1 (centres undefined),48*,0.1&0.4,0.5&0.4,16&6
COc1cc(OC)cc(-c2nc3nc(C)c(CCC(=O)NC4CCCC4)c(C)n3n2)c1,3,0.4,0.0,11
CCCN1CCC(N(C(=O)/C=C\C(=O)O)C2CC2)CC1,-1,0.4,-0.2,-11
COc1ccc(/C=C2\C(=O)N(c3ccccc3)N=C2C)cc1C(=O)O,2,-1.2,-1.1,-1
CCN(CC)CCCNC(=O)C1CCN(c2nc(C)cc(C)n2)CC1,8,1.3,0.0,14
CCc1cc2c(=O)c(-c3nc4ccccc4n3C)coc2cc1O,6,2.5,0.0,8
COc1ccc2c(c1)C=C(CN1CCc3nc(N4CCCC4)[nH]c(=O)c3C1)CO2,-2,-0.8,0.1,-2

# Molecules shown so far that have a CF3 group, in the order listed:
SMILES,TEAD-YAP inh,GPR151 activ,FBW7 activator,MITF primary
Cc1cc(C(F)(F)F)c2c(NCc3ccc(N(C)C)cc3)n[nH]c2n1,6,-0.3,0.1,14
COc1cc(Cl)ccc1NC(=O)c1cnn2c(C(F)(F)F)cc(-c3ccc(F)cc3)nc12,-14,-0.1,-0.2,-11
Cn1ccnc1SCC(=O)Nc1cc(C(F)(F)F)ccc1Cl,-3,-0.2,-0.2,6
CN(C)c1cccc(Nc2nc(NC3CCN(Cc4ccccc4)CC3)c3ncn(Cc4ccc(C(F)(F)F)cc4)c3n2)c1,-15,1.6,0.4,13
CC(=O)CSc1nc(-c2cccs2)cc(C(F)(F)F)c1C#N,-3,1.3,0.1,-4
Cn1c(NC(=O)c2cccc(C(F)(F)F)c2)nc2ccccc21,-8,1.3,-0.3,-5

# Bioassay records: PubChem BioAssay, The Scripps Research Institute Molecular Screening Center
